IMP-1 inhibitor – blocks Pseudomonas aeruginosa IMP-1 metallo-beta-lactamase; inhibition, % at 5.6 µM; purified IMP-1, nitrocefin hydrolysis, epi-absorbance fluorescence; actives 0.45% (n = 290,000); AID 1556;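 active = inhibition above the mean plus 3 SD of all compounds in the same screening run, cut at about 4.5% in these data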;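 also: 0% = IMP-1 with DMSO and 100% = DMSO wells lacking enzyme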
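Test system: recombinant IMP-1 enzyme, purified / Medium: HEPES buffer pH 7.1 with ZnSO4 and Brij 35 / Doses: single dose, 5.6 µM / Times: 25 °C, 15 min preincubation, 25 min reaction / Detection: Epi-absorbance via hydrolysed-nitrocefin quenching of white-plate fluorescence, 480/530 nm, EDTA stop / Evaluation: percent inhibition from optical density relative to buffer-blank wells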
DNA FID counter – counter-screen for HCV NS3 helicase inhibitors: DNA intercalator displacement; DNA fluorescent intercalator displacement, fluorescence; inhibition, % at 7.9 µM; actives 0.17% (n = 290,000); in the data active = inhibition above about 37%;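 also: 0% = vehicle and 100% = reference compound; higher means more ethidium bromide displaced from hairpin DNA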
NS3 helicase inh – HCV NS3 helicase inhibition; inhibition, % at 10.9 µM; NS3 helicase DNA unwinding, Cy5 molecular beacon fluorescence; actives 0.56% (n = 290,000); AID 1800;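 active = inhibition above the mean of all tested compounds plus 3 SD, set per campaign, cut at about 35% in these data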;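 also: 0% = DMSO wells and 100% = thioflavine S control wells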
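System: NS3 helicase fragment of HCV / Schedule: 1 h at 25 °C / Control set: DMSO alone as 0% and 110 µM thioflavine S as 100% / Reagent: Cy5/quencher beacon DNA duplex and ATP to start / Technique: Cy5 fluorescence / Replication: singlicate / Evaluation: % inhibition of end-to-start signal ratio versus controls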
NALP1 inh – NALP1 inhibition; S. cerevisiae NALP1/ASC/caspase-1 growth, X-gal OD620, 72 h; AID 2071; actives 0.61% (n = 280,000); inhibition, % at 10 µM; in the data active = inhibition mostly above about 24%, no sharp cut-off; inactive = mostly below about 32%; also: some compounds called inactive have numbers as strong as hits
MEKK2 WT-MEK5 – raises or lowers MEK5 binding to wildtype human MEKK2 PB1 domain | bead flow cytometry, Alexa488-MEK5 binding to MEKK2 WT; actives lie on both sides | binding response (% of control), % at 10 µM | actives 1.1% (n = 290,000) | AID 1531; in the data active = binding response below about 67% or above about 130%
PfM18AAP inh – PfM18AAP enzyme inhibition; recombinant PfM18AAP, H-Glu-NHMec fluorogenic cleavage; inhibition, % at 7.35 µM; actives 1.2% (n = 290,000); AID 1822;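 active = inhibition above the campaign mean inhibition over all tested compounds plus 3 SD, cut at about 28% in these data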;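 also: 0% = plate median of test compound wells and 100% = 2 mM ZnCl2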
MEKK2mut PB1 HTS – signal of MEK5 binding to mutant human MEKK2 PB1 domain; bead flow cytometry, Alexa488-MEK5 binding to MEKK2 mutant; percent response, % at 10 µM; actives 0.35% (n = 290,000); in the data active = percent response above about 24%, passing the limit was not always enough; also: inactives centre near 1; some results filed as inactive read as strong as hits
VIM-2 inhibitor – blocks Pseudomonas aeruginosa VIM-2 metallo-beta-lactamase | actives 0.89% (n = 290,000) | inhibition, % at 5.6 µM | purified VIM-2, nitrocefin hydrolysis, epi-absorbance fluorescence;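 active = inhibition above the mean of all tested compounds plus 3 SD, cutoff set per screening run, cut at about 7.5% in these data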;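 also: red hydrolysis product quenches plate fluorescence so inhibitors raise well fluorescence; 0% = enzyme with DMSO and 100% = DMSO without enzyme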
SUMO HTRF inh – SUMOylation inhibition | actives 0.36% (n = 290,000) | inhibition, % at 35 µM | P63279 | HTRF SUMOylation assay, SAE1/SAE2 + UBC9, in vitro; in the data active = inhibition above about 50%, passing the limit was not always enough; also: strong numbers were not always called active
Target sequence (P63279 whole entry, looked up): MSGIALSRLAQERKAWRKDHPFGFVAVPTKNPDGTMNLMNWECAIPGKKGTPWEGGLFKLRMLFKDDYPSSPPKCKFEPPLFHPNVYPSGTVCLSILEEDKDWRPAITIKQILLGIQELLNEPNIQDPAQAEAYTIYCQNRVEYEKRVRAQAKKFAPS
An asterisk follows results filed as active; nt = not tested or not shown; [ ] = remark or other dose.

SMILES,IMP-1 inhibitor,DNA FID counter,NS3 helicase inh,NALP1 inh,MEKK2 WT-MEK5,PfM18AAP inh,MEKK2mut PB1 HTS,VIM-2 inhibitor,SUMO HTRF inh
CC(C)Nc1nc(Oc2ccc(Cl)cc2Cl)cc(C(F)(F)F)n1,-1.4,2,0,27,100,-2,-2,-7.5,20
COC(=O)CCCCC1SCC2NC(=O)NC21O (stereo not drawn),-3.2,-5,0,0,109,0,4,-0.7,5
NS(=O)(=O)c1ccc(NC(=O)c2cccc(N3C(=O)c4ccccc4C3=O)c2)cc1,25*,-5,-59,13,90,-2,-7,9.6*,27
CCOc1ccccc1NC(=O)CN1C(=O)COc2ccc(S(=O)(=O)N3CCOCC3)cc21,-0.4,-32,3,3,97,4,-2,-2.5,nt
O=[N+]([O-])c1cc(C(F)(F)F)ccc1N/N=C/c1cc2ccccc2nc1Cl,-2.4,-2,1,22,nt,-2,nt,-3.9,-14
COc1cc(/C=C2/NC(=O)NC2=O)cc(Br)c1OCc1ccc(C(=O)O)cc1,-2.0,-27,8,18,101,-1,0,1.2,12
CCCCNC(=S)Nc1cc([N+](=O)[O-])ccc1C,-1.1,-2,4,28,93,9,-2,-0.7,21
COc1ccc(NC(=O)C2CCN(c3nc(C)cc(C)n3)CC2)cc1,-2.7,-15,-5,-9,2.0*[inhibitor],-7,-1,-1.0,-52
NC(=O)C(c1ccc(Cl)cc1)c1ncc(C(F)(F)F)cc1Cl (stereo not drawn),-1.9,-11,-2,-8,104,-17,8,-1.5,-14
COc1ccc(C(=O)NC2CC2)cc1OC1CCN(C/C=C/c2ccccc2)CC1,-5.1,15,-2,7,100,-8,1,-1.4,-4
Nc1nc(SCC(=O)NC2CCCCCC2)[nH]c(=O)c1-c1ccccc1,-5.4,-5,6,11,99,-1,3,-3.4,3
C=CCSc1nnc(NC(=O)c2nc(SCC)ncc2Cl)s1,-4.1,-18,7,3,102,2,7,-2.5,7
CC(NS(=O)(=O)c1ccc(CCC(=O)NCC2CCCO2)cc1)c1ccccc1 (stereo not drawn),-5.5,-11,12,3,98,-3,1,-2.0,16
CCOC(=O)c1c(CN2CCCCC2)n(C)c2cc(Br)c(OC)cc12,2.1,8,1,5,107,0,2,-1.5,4
COc1ccc(C(CC(=O)N2CCN(c3ccccc3)CC2)c2c(OC)cc(OC)c3c(-c4ccccc4)cc(=O)oc23)cc1 (stereo not drawn),nt,nt,nt,6,88,nt,2,nt,6
O=C(COC(=O)/C=C/c1cccc(F)c1)Nc1ccccc1-c1ccccc1,0.7,-6,-14,35,91,2,-2,-0.6,5
O=C(COC(=O)CSc1ccccc1)NNC(=O)c1ccc([N+](=O)[O-])cc1,-2.9,2,7,23,114,6,11,-2.5,8
Cc1ccc(C(NC(=O)NCCCN2CCOCC2)=C(Cl)Cl)cc1F,-1.2,4,0,-3,113,10,12,1.8,22
COc1cc(CN2CCN(CC#Cc3ccccc3)CC2CCO)cc(OC)c1 (stereo not drawn),-3.9,0,-5,-2,101,-7,2,-3.5,1
COc1ccc(-c2cc(C(=O)N3CCN(c4ccccc4OC)CC3)no2)cc1,-1.4,-28,-18,13,98,0,-5,0.1,-13
Cc1ccc(NC(=O)c2cc(-c3cccs3)on2)cc1C,-3.2,-8,-12,8,99,10,2,-4.7,8
CCCC(O)(CCC)C(=O)NN(C(=O)CCl)c1ccccc1,-3.6,-3,-10,31,94,2,0,-2.7,6
COC(=O)c1[nH]c2ccc(C)cc2c1NC(=O)Oc1ccccc1,-2.5,-5,5,-7,117,6,7,-2.3,7
C=CCC(CC=C)(C(N)=O)c1ccccc1,-2.9,-1,9,-10,94,-8,1,-2.3,13
Cc1nc(C(=O)Nc2ccc(Cl)cc2)nn1-c1ccc([N+](=O)[O-])cc1,-1.9,2,-1,33,100,-4,-4,2.3,-5
COc1cc(C)nc(Nc2nc(C)c(C(C)=O)s2)n1,-0.8,-5,7,28,105,0,6,2.5,32
Fc1ccc(COc2ccc(-c3nnco3)cc2)c(Cl)c1,-2.6,-28,-8,33,97,1,-4,-3.5,-17
CCOc1ccccc1N(CC(=O)Nc1cccc(OC)c1)S(=O)(=O)c1ccccc1,-3.1,-27,-13,-4,105,4,6,-1.7,-17
COc1ccc2c(c1)nc(NCCCO)n2Cc1ccccc1,-0.7,1,-2,nt,88,10,-17,-0.8,-14
Cc1oc(-c2ccccc2)cc1C(=O)NCc1ccncc1,-3.8,-4,1,-2,56*[inhibitor],5,13,-3.4,10

Filtered by structure: those above with an NH in an aromatic ring
SMILES,IMP-1 inhibitor,DNA FID counter,NS3 helicase inh,NALP1 inh,MEKK2 WT-MEK5,PfM18AAP inh,MEKK2mut PB1 HTS,VIM-2 inhibitor,SUMO HTRF inh
Nc1nc(SCC(=O)NC2CCCCCC2)[nH]c(=O)c1-c1ccccc1,-5.4,-5,6,11,99,-1,3,-3.4,3
COC(=O)c1[nH]c2ccc(C)cc2c1NC(=O)Oc1ccccc1,-2.5,-5,5,-7,117,6,7,-2.3,7

New compounds follow
SMILES,IMP-1 inhibitor,DNA FID counter,NS3 helicase inh,NALP1 inh,MEKK2 WT-MEK5,PfM18AAP inh,MEKK2mut PB1 HTS,VIM-2 inhibitor,SUMO HTRF inh
COc1cc(NC(=O)c2cccc([N+](=O)[O-])c2)ccc1NC(=O)c1cc2ccccc2o1,-4.5,-4,1,12,102,3,6,-2.3,14
Cc1ccc(-n2c(-c3cnccn3)n[nH]c2=S)c(Br)c1,-3.3,-4,3,-1,98,22,-8,-1.9,20
CCN1CCN(c2ncnc3c2cnn3-c2ccc(C)cc2C)CC1,nt,nt,nt,5,96,nt,3,nt,-7
CC1(C)CC(CCN(Cc2ccccc2)C(=O)c2ccco2)(c2ccccc2)CCO1 (stereo not drawn),-2.8,-39,-5,10,97,3,-1,-4.2,-7
COc1ccc(-c2csc3ncnc(N4CCN(c5ccccc5[N+](=O)[O-])CC4)c23)cc1,-3.9,-13,-2,2,95,5,-2,-4.6,-17
CC(NC(=O)C(=O)N1CCCCC1)C(c1cccs1)N1CCN(C)CC1 (stereo not drawn),-3.3,-5,4,-6,100,0,-1,0.1,7
CC(C)(C)NC(=O)NC(=O)CSc1nnc(COc2ccccc2Cl)o1,-4.8,-24,-2,8,99,1,2,-3.3,-5
Cc1nnc(Nc2ccc3c(c2)ncn3C)c2ccccc12,0.4,3,4,-22,104,-3,-1,-0.8,-5
O=C(CSc1nnc(CNC(=O)c2ccccc2F)o1)c1ccc(Cl)cc1,-2.3,-12,-6,-21,103,-2,4,-2.2,13
CS(=O)(=O)c1nncn1-c1ccccc1,-2.8,-4,11,-7,96,5,4,-0.9,-3
N#C/C(=C/Nc1ccccc1)c1ccsc1,-2.7,-2,1,21,98,-2,1,6.2,6
Cn1ncc(Cl)c1C(=O)N1CCN(C(=O)c2ccco2)CC1,-2.2,1,-12,8,109,4,4,-1.3,12
Cn1c(NC(=O)C2CCCO2)cc(=O)n(C)c1=O (stereo not drawn),-3.3,-4,-9,2,95,-2,2,-2.8,5
O=C(OCC(=O)c1c[nH]c2ccccc12)c1ccc([N+](=O)[O-])s1,-0.3,20,-11,-2,101,5,3,-0.1,8
O=C(c1ccc(F)cc1)c1c[nH]c(C(=O)NCCCN2CCOCC2)c1,-5.4,5,7,nt,104,0,5,-1.4,0
O=C(NCCN1CCOCC1)c1ccc2c(c1)ncn2C1CCCC1,-5.1,-5,-3,18,100,-11,-4,-3.3,3
Cc1cc(SCC(=O)OCC(=O)NC(C)c2ccccc2)c(C)cc1Br (stereo not drawn),0.6,-21,6,4,105,-7,-1,0.3,-12
Cc1ccc(O)c(NC(=O)c2cc([N+](=O)[O-])ccc2Cl)c1,-3.5,7,1,3,101,3,2,-1.8,-6
CC(C)(C)NC(=O)C(c1ccccc1)N(C(=O)C1CSC(=O)C1)c1ccccc1 (stereo not drawn),-3.1,-15,6,35,95,1,-2,-1.9,7
O=C(O)C(=O)/C(=C\c1cccc2ccccc12)c1ccc2ccccc2n1,-2.5,-4,2,9,81,11,-3,-1.7,32
COC(=O)C1=CN(Cc2ccc(OC)c(OC)c2)C=C(C(=O)OC)C1c1ccccc1F,-0.5,-36,-28,4,106,-6,6,-0.1,17
Cc1ccc(C(=O)N2CCOCC2)cc1Cl,-4.1,0,1,-5,103,-4,3,-2.4,0
Cc1cccc(-c2noc(-c3ccno3)n2)c1,-1.7,-2,-1,10,100,0,-2,-1.2,13
COc1ccc([N+](=O)[O-])cc1NCc1cccc([N+](=O)[O-])c1,0.0,9,41*,10,84,5,-9,-2.4,1
Cc1ccc(/C=N/NC(=O)c2csc3c2CCCC3)cc1,-0.6,-5,0,18,101,-17,10,-0.6,32
CCCCn1c(N)c(C(=S)NC(=O)CC(C)C)c(=O)n(C)c1=O,-5.6,-14,-7,-3,111,0,4,-9.9,-9
O=[N+]([O-])c1cnc(Nc2ccc(Cl)cn2)c([N+](=O)[O-])c1,-2.5,2,-6,-3,110,-9,5,0.4,9
O=C(CN1CCN(c2ccccn2)CC1)Nc1ccccc1Br,-1.8,-32,-8,17,103,-2,3,-1.7,-7
COCCCn1c(C(=O)NCCN2CCOCC2)cc2c(=O)n3ccccc3nc21,-2.7,-11,8,4,106,12,16,2.3,50
CSc1ccc(OC2CCCCC2NS(=O)(=O)c2ccc(Cl)cc2)cc1 (stereo not drawn),-1.2,-17,-9,17,110,-8,2,0.6,-21
O=C(COc1ccccc1)Nc1ccccc1F,-2.0,-1,12,14,103,0,0,-1.8,-7
COc1ccc(-c2nnc(SCC(=O)NC(=O)NCc3ccccc3)o2)cc1,-4.1,-7,-3,-4,106,-5,3,-4.7,-17
Cc1c(/C=N/O)c2ccccn2c1C=O,-2.5,-1,3,-1,96,-17,-6,1.0,3
NC(=O)C1CCN(C(=O)c2ccc3nc(-c4ccccc4)c(-c4ccccc4)nc3c2)CC1,-3.6,-49,-1,10,101,4,0,-0.9,8
COc1ccc(NC(C)C(=O)N/N=C/c2c(O)ccc3ccccc23)cc1 (stereo not drawn),-2.2,-19,-15,7,107,3,3,-3.5,4
c1cncc(CN=C2Nc3ccccc3CS2)c1,1.4,-1,-4,-38,101,0,-43,1.0,3
COc1ccc(CCNC(=O)Cc2ccc3c(c2)OCO3)cc1OC,-1.3,-3,-5,25,109,2,1,-0.1,1
COc1cccc(NC(=O)C2CCN(S(=O)(=O)c3ccc4[nH]c(=O)ccc4c3)CC2)c1,-1.1,-12,-3,16,94,2,-7,-1.0,15
COc1ccc(OCC(O)CNc2ccc(Br)cc2)cc1 (stereo not drawn),-4.2,-9,-7,19,83,-5,-8,-2.9,19
COc1ccc(COC(=O)c2ccc(N3CCCC3=O)cc2)cc1F,0.9,-10,-3,5,96,3,-3,-2.5,19

Screening data deposited in PubChem by several laboratories.
